Tau FP inhib: inhibitors of human tau fibril formation. AID 1468. 280,000 tested, 0.39% active. Potency, µM (titrated, usually from 57.7 µM), for inactives: at the top dose activity, negative = inhibition, most hits filed as inhibitors. K18 P301L tau heparin fibrillization, Alexa594 FP, 6 h. P10636; also: nearly all actives have a fitted effect of over 55% in size
Target sequence (P10636 561-689 P618L limits assumed): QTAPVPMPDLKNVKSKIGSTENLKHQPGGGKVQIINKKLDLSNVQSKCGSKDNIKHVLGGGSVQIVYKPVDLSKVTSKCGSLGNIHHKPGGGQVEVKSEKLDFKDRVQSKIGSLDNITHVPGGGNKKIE
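Human K18 P301L fragment (15 uM unlabeled plus 0.24 uM Alexa 594-labeled) in 100 mM sodium acetate pH 7 with compound, aggregation induced by 20 uM heparin for 6 hr at 37 C. ThT (30 uM) added for 1 hr, then Alexa 594 FP read.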
RECQ1 helicase: inhibitors of human RECQ1 DNA helicase. P46063. RECQ1 DNA unwinding, red fluorescence kinetic read. Potency, µM (doses to about 57.3 µM), inactives show at the top dose activity, negative = inhibition, actives largely listed as inhibitors. 240,000 tested, 0.54% active;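 also: plate controls were vehicle for no effect and no enzyme for full effect; nearly all actives have a fitted effect of over 30% in size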
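50 nM RECQ1T1 preincubated 15 min with compound in Tris pH 8.0 buffer with MgCl2, DTT, Tween-20 and 2.5 ug/ml poly(dI-dC); started with 200 nM TAMRA/BHQ-2 forked duplex and 2 mM ATP. Unwinding read as fluorescence (525/598 nm), two reads 2 h apart.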
L3MBTL1 inh: inhibitors of human L3MBTL1. Q9Y468. AlphaScreen L3MBTL1–H3K9me1 peptide binding. 230,000 tested, 0.66% active. Potency, µM (doses to about 57.1 µM), for inactives: at the highest dose activity, negative = inhibition, usual class: inhibitors; also: nearly all actives have a fitted effect of over 60% in size
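Displacement of a biotinylated histone H3(1-15) peptide monomethylated at Lys9 (75 nM) from L3MBTL1 (50 nM) was measured by AlphaScreen after a 30 min room-temperature compound incubation; cefsulodin titration served as intraplate control.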
TRb-SRC2 inh: TRbeta-SRC2 interaction inhibition | P10828 | TRbeta-SRC2 peptide binding, fluorescence polarization; receptor liganded with 1 µM T3 | Potency, µM (series often up to 106 µM), without a hit: top-dose activity change, negative = inhibition, hits mostly inhibitors | 280,000 tested, 0.065% active;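 also: plate controls were bound peptide for no effect and peptide without receptor for full effect; nearly all actives have a fitted effect of over 50% in size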
Target sequence (P10828 whole entry, looked up): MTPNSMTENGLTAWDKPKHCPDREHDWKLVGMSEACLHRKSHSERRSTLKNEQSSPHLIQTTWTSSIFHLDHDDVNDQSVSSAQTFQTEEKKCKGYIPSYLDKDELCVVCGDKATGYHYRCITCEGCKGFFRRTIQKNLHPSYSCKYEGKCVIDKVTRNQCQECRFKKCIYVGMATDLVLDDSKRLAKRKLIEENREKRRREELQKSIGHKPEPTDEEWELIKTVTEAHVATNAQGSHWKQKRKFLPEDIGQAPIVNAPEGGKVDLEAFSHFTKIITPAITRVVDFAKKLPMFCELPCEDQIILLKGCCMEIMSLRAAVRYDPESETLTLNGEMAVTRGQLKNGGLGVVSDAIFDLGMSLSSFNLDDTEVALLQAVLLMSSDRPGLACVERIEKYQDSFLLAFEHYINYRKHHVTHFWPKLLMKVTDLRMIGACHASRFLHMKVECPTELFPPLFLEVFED
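Decrease in fluorescence polarization of 20 nM Texas Red SRC2 coactivator peptide flagged inhibition of its binding to 0.6 uM TRb LBD; 1 uM T3 included, incubation 5 hr, ex 555/em 632 nm.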
TR SRC2 fluor cs: alters Texas Red total fluorescence, flagging assay interference | TRb/SRC2 Texas Red total fluorescence interference | 280,000 tested, 0.29% active | Potency, µM (highest dose often 106 µM), for inactives: top-dose fluorescence change, negative = quenching; active = well fitted curve in either direction with a large enough effect; inconclusive = small, poorly fitted or top-dose-only effect
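Flags fluorescent or light-absorbing compounds by total fluorescence, S + 2P, at 555 nm excitation and 632 nm emission. Mixture: 20 nM Texas Red SRC2 peptide, 0.6 uM human TRb LBD, 1 uM T3, 5% DMSO; compound exposure 5 h at ambient temperature.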
Tau fibril ThT: tau fibrillization inhibition (ThT binding); P10636; 270,000 tested, 2.1% active; recombinant tau K18 P301L (four-repeat tau fragment), heparin-induced fibrillization, ThT fluorescence; Potency, µM (highest dose often 57.4 µM), for the others: top-dose activity, negative = inhibition, hits mostly inhibitors; also: nearly all actives have a fitted effect of over 55% in size
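Aggregation was driven by heparin (20 uM final) acting on recombinant tau […] bearing P301L in 100 mM sodium acetate pH 7; fibrils were detected with Thioflavin T.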
JMJD2E inh: blocks human JMJD2E demethylase activity | JMJD2E catalytic domain, FDH-coupled NADH fluorescence (FDH is formaldehyde dehydrogenase) | Potency, µM (titrated, usually from 57.1 µM), for inactives: at the highest dose activity change, negative = inhibition, most hits filed as inhibitors | 230,000 tested, 1.6% active; active = well fitted inhibition curve with a large enough effect, not every such curve was filed as active; inconclusive = small, poorly fitted or top-dose-only effect, or another doubt; inactive = no such curve, though single readings can be large or run the other way;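 also: 0% = wells with enzyme and -100% = buffer wells without enzyme; nearly all actives have a fitted effect of over 50% in size; many of its hits are not listed in these tables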
Target sequence (B2RXH2 1-337 limits assumed): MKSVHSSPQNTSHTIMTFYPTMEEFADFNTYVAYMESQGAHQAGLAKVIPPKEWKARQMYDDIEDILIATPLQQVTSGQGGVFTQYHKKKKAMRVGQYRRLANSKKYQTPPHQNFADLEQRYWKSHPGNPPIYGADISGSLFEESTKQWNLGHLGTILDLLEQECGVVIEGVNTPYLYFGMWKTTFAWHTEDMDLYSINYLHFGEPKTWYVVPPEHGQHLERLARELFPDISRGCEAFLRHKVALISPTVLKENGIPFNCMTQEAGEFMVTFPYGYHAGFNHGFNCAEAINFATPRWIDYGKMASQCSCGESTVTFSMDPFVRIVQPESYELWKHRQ
RGS12 GoLoco inh: blocks human Gai1 binding to RGS12 GoLoco peptide, red readout | P63096 | Gai1:RGS12 GoLoco peptide FP, rhodamine, 10 min | Potency, µM (doses to about 61.6 µM), for inactives: at the highest dose activity, negative = inhibition, most hits filed as inhibitors | 230,000 tested, 0.44% active; active = well fitted inhibition curve with a large enough effect, not every such curve was filed as active; inactive = no such curve, though single readings can be large or run the other way; also: nearly all actives have a fitted effect of over 30% in size; many of its hits are not listed in these tables
* hit, by the source's call; i = inactive; ? = inconclusive; nt = not tested or not shown; [ ] = remark or other dose. Unless noted, calls follow the shape of the dose curve; as a rule, active = well fitted curve in the direction sought with a large enough effect; inconclusive = small, poorly fitted or top-dose-only effect, or another doubt; inactive = no such curve, though single readings can be large; an effect the other way counts as inactive or inconclusive. Unless noted, % is scaled to controls: 0 for no effect and ±100 for the full control effect; potency is read from the fitted curve at half-maximal effect. This is a subset. The share of hits here may be higher or lower than overall.

No.	SMILES	Tau FP inhib	RECQ1 helicase	L3MBTL1 inh	TRb-SRC2 inh
1	O=C(Nc1cccs1)Nc1ccccc1Br	?	i	nt	-3%
2	Nc1nnc(CC(=O)NCc2ccccc2)s1	4%	17%	2%	-3%
3	COc1ccccc1NC(=O)C(=O)N1N=C(C(C)C)CC1(O)C(F)(F)F (centres undefined)	10%	i	10%	-4%
4	C(=N\Nc1nc(N2CCCC2)nc(N2CCCC2)n1)/c1ccncc1	-8%	-4%	nt	8%
5	O=C(Nc1ccc(Cl)c(C(F)(F)F)c1)c1nc2ccccc2nc1N1CCCCC1	?	nt	nt	2%
6	O=C1c2oc3ccccc3c(=O)c2C(c2cccc(Br)c2)N1Cc1ccco1 (centres undefined)	-3%	-12%	-3%	9%
7	CCc1cccc(NC(=O)CCCSc2nc3ccccc3[nH]2)c1	-8%	-5%	-9%	5%
8	Cc1ccc(NC(=O)c2ccc(CSc3ncnc4nc[nH]c34)cc2)c(C)c1	0%	11%	-2%	-5%
9	CCc1nnc(NC(=O)c2ccc(-c3ccc([N+](=O)[O-])cc3Cl)o2)s1	10%	i	nt	-6%
10	COCCn1c(SCC(=O)NCCc2ccccc2)nnc1-c1ccco1	1%	-2%	1%	-19%

No.	TR SRC2 fluor cs	Tau fibril ThT	JMJD2E inh	RGS12 GoLoco inh
1	3%	-14%	2%	2%
2	-6%	-6%	8%	6%
3	1%	?	16%	-2%
4	-1%	-13%	4%	0%
5	-2%	-16%	nt	nt
6	1%	-1%	1%	1%
7	-1%	-7%	2%	8%
8	-2%	-9%	4%	-5%
9	-3%	?	4%	3%
10	1%	1%	1%	nt

(continued)
No.	SMILES	Tau FP inhib	RECQ1 helicase	L3MBTL1 inh	TRb-SRC2 inh
11	N=c1c2c(-c3ccccc3)c(-c3ccccc3)n(Cc3ccco3)c2ncn1Cc1ccco1	-2%	-3%	-27%	2%
12	Fc1ccc(-c2nc3c(-c4ccccc4)cnn3cc2CCN2CCOCC2)cc1	-11%	-3%	-3%	-6%
13	CCn1nnnc1SCC(=O)NNC(=O)C1CCCCC1	2%	2%	4%	3%
14	O=C(CN1CCOCC1)NC1C2CC3CC(C2)CC1C3 (centres undefined)	0%	i	14%	-18%
15	Cc1ccc(C(O)CN2C3=NCCN3c3ccccc32)cc1 (centres undefined)	2%	-2%	2%	1%
16	CCOC(=O)C1=C(C)NC2=C(C(=O)CCC2)C1c1coc2ccccc2c1=O (centres undefined)	-7%	1%	nt	1%
17	Fc1ccccc1CNC(=S)Nc1ccc(Cl)cc1	-21%	-22%	5%	3%
18	CC(=O)N(c1ccccc1)C1SC(=O)N(c2ccccc2)C1=O (centres undefined)	2%	-2%	5%	-5%
19	COc1c(C)cc(C(=O)C2CCCN(C(=O)c3ccc4[nH]ccc4c3)C2)cc1C (centres undefined)	11%	-9%	-7%	-2%
20	CN(CCc1cnn(C)c1)Cc1cn(C)nc1-c1ccccc1F	0%	i	11%	-4%

No.	TR SRC2 fluor cs	Tau fibril ThT	JMJD2E inh	RGS12 GoLoco inh
11	-6%	?	3%	-1%
12	-2%	?	1%	-1%
13	-4%	-12%	9%	1%
14	0%	0%	2%	16%
15	-2%	2%	-3%	-5%
16	-7%	-7%	?	1%
17	1%	1%	-2%	9%
18	-3%	?	0%	3%
19	-6%	-8%	-7%	10%
20	4%	-2%	-10%	9%

(listing goes on)
No.	SMILES	Tau FP inhib	RECQ1 helicase	L3MBTL1 inh	TRb-SRC2 inh
21	CCC1CCCCN1CCCNC(=O)CCCOc1cc(=O)n(C)c2ccccc12 (centres undefined)	-5%	-10%	-6%	-5%
22	Cc1cnc([N+](=O)[O-])n1CCOC(=O)NC(=O)c1cccc(F)c1	0%	i	21%	-4%
23	CC(=O)c1ccc(-c2ccc(C(=O)NC3CCCCCC3)o2)cc1	3%	-13%	0%	2%
24	Cc1ccc(C(=O)NNC(=S)NC(=O)c2ccco2)cc1	17%	i	6%	-7%
25	FC(F)(F)c1nc2ncc(Cl)cc2[nH]1	-2%	3%	5%	-2%
26	Cc1ccc(SCc2nnc(NC(=O)c3ccccc3)s2)cc1	6%	-3%	-6%	7%
27	O=[N+]([O-])c1ccc(NC(=S)NCCc2ccc(F)cc2)cc1	?	0%	1%	4%
28	CCCNC(=O)NC(C)C12CC3CC(CC(C3)C1)C2 (centres undefined)	-1%	-9%	nt	8%
29	COc1ccccc1Nc1nc(-c2ccccc2F)nc2ccccc12	?	nt	nt	2%
30	COc1cccc(C(c2c(C)[nH]n(-c3ccccc3)c2=O)c2c(C)[nH]n(-c3ccccc3)c2=O)c1OC	2%	-4%	-1%	-19%

No.	TR SRC2 fluor cs	Tau fibril ThT	JMJD2E inh	RGS12 GoLoco inh
21	1%	-5%	2%	3%
22	-4%	-1%	0%	9%
23	-3%	?	?	10%
24	-3%	-13%	?	23%
25	-3%	-2%	4%	8%
26	1%	-2%	13%	3%
27	4%	?	5%	-4%
28	1%	-6%	8%	-1%
29	-2%	-3%	nt	nt
30	-8%	?	?	-2%

Next records follow:
No.	SMILES	Tau FP inhib	RECQ1 helicase	L3MBTL1 inh	TRb-SRC2 inh
31	Cn1c(C(=O)OC(C(=O)NC2CCCCC2)c2ccncc2)cc2sccc21 (centres undefined)	-5%	-3%	0%	0%
32	O=C(CCCSc1nc2ccccc2[nH]1)N1CCN(c2ccccc2)CC1	1%	-8%	7%	-4%
33	CCc1cccc(CC)c1NC(=S)NCC(c1cccnc1)N(C)C (centres undefined)	-4%	-2%	nt	-5%
34	COc1ccc(Cl)cc1NC(=S)N1CCC(c2ccc(C)cc2)C1 (centres undefined)	-14%	i	nt	2%
35	CC(C)Cn1c(CN(Cc2ccccc2)Cc2ccccc2)nc2c1c(=O)n(C)c(=O)n2C	-5%	0%	-4%	-5%
36	COC(=O)c1ccc(NCC(=O)N2CCCCCC2)cc1	-8%	-2%	nt	-4%
37	Cc1nn(CC(=O)NCc2cc3ccccc3[nH]2)c(C)c1[N+](=O)[O-]	3%	-10%	-2%	2%
38	COc1ccc(S(=O)(=O)NN=C2CCCCC2)cc1	-7%	8%	-2%	-12%
39	Cn1c(NCc2ccccc2)nc2c1c(=O)n(Cc1ccc(Br)cc1)c(=O)n2C	?	-11%	-11%	-2%
40	CC(C)N(Cc1nc(-c2ccc3c(c2)OCO3)no1)CC1CCC(=O)N1 (centres undefined)	1%	2%	6%	0%

No.	TR SRC2 fluor cs	Tau fibril ThT	JMJD2E inh	RGS12 GoLoco inh
31	-1%	-5%	-10%	3%
32	-3%	?	-9%	-16%
33	-2%	1%	5%	0%
34	-4%	-10%	-3%	3%
35	-1%	-11%	3%	5%
36	1%	-7%	-7%	-25%
37	-1%	-4%	0%	7%
38	1%	-6%	1%	-2%
39	0%	?	-2%	4%
40	1%	5%	1%	6%

A different layout for 2 compounds above.
#34 COc1ccc(Cl)cc1NC(=S)N1CCC(c2ccc(C)cc2)C1 (centres undefined)
#33 CCc1cccc(CC)c1NC(=S)NCC(c1cccnc1)N(C)C (centres undefined)

screen / no.,34,33
Tau FP inhib,-14%,-4%
RECQ1 helicase,i,-2%
L3MBTL1 inh,nt,nt
TRb-SRC2 inh,2%,-5%
TR SRC2 fluor cs,-4%,-2%
Tau fibril ThT,-10%,1%
JMJD2E inh,-3%,5%
RGS12 GoLoco inh,3%,0%

Next section:
No.	SMILES	Tau FP inhib	RECQ1 helicase	L3MBTL1 inh	TRb-SRC2 inh
41	CSc1ccccc1NC(=S)NC1CCCCC1	4%	i	-7%	-1%
42	COc1cc(CN2CCN(S(=O)(=O)c3ccccc3)CC2)cc(OC)c1O	?	nt	nt	4%
43	O=C(CN1CCN(Cc2ccccc2)CC1)NCCNc1ccc([N+](=O)[O-])cn1	5%	-3%	3%	-3%
44	CCOc1ccc2oc(C(=O)NCC(C)(C)CN(C)C)c(C)c2c1	-3%	-3%	-11%	-11%
45	COc1ccc(Cn2c(-c3ccc(C)cc3)nc3c(c(=O)c4ccccc4n3C)c2=O)cc1	3%	-2%	6%	-2%
46	O=C(CN1C(=O)c2ccccc2S1(=O)=O)NCc1ccco1	-2%	-7%	-2%	1%
47	Cc1ccc(-n2c(SCC(=O)OC(C)C)nnc2-c2cnccn2)cc1	1%	-4%	5%	2%
48	CCCCC(=O)Nc1cccc(-c2csc(-c3ccccc3)n2)c1	?	-7%	19%	4%
49	CC(=O)OC[C@@H]1O[C@H](C/C=N\OC[C@@H](O)COCc2ccco2)C=C[C@@H]1OC(C)=O	0%[11.6 µM]	i[11.5 µM]	nt	0%[11.2 µM]
50	C=CCn1c(C)cc(C(=O)CN2C(=O)c3ccccc3C2=O)c1C	-4%	-13%	-7%	-3%
51	COc1ccc(OCC(=O)NCCc2c[nH]c3ccccc23)cc1	-13%	-11%	3%	3%
52	CCCNC(=O)c1ccccc1NC(=O)c1ccccc1SC	7%	i	4%	1%
53	COc1cc(CN2CC(=O)N(c3ccc(C)cc3)C2=S)cc(OC)c1OC	-5%	-3%	-7%	-7%

No.	TR SRC2 fluor cs	Tau fibril ThT	JMJD2E inh	RGS12 GoLoco inh
41	1%	2%	-1%	-2%
42	2%	?	nt	nt
43	-4%	-7%	12%	4%
44	3%	5%	?	9%
45	1%	4%	-1%	4%
46	-5%	-4%	-10%	9%
47	1%	-1%	6%	-5%
48	-3%	?	?	-6%
49	-3%[11.2 µM]	-4%[11.5 µM]	nt	nt
50	0%	-7%	-2%	0%
51	0%	-2%	-18%	23%
52	1%	11%	10%	-4%
53	-1%	-7%	4%	-8%

Shown with one line to a screen: part of the list above.
(42) COc1cc(CN2CCN(S(=O)(=O)c3ccccc3)CC2)cc(OC)c1O
(43) O=C(CN1CCN(Cc2ccccc2)CC1)NCCNc1ccc([N+](=O)[O-])cn1
(44) CCOc1ccc2oc(C(=O)NCC(C)(C)CN(C)C)c(C)c2c1
(45) COc1ccc(Cn2c(-c3ccc(C)cc3)nc3c(c(=O)c4ccccc4n3C)c2=O)cc1

compound no. | 42 | 43 | 44 | 45
Tau FP inhib | ? | 5% | -3% | 3%
RECQ1 helicase | nt | -3% | -3% | -2%
L3MBTL1 inh | nt | 3% | -11% | 6%
TRb-SRC2 inh | 4% | -3% | -11% | -2%
TR SRC2 fluor cs | 2% | -4% | 3% | 1%
Tau fibril ThT | ? | -7% | 5% | 4%
JMJD2E inh | nt | 12% | ? | -1%
RGS12 GoLoco inh | nt | 4% | 9% | 4%
